NPY-Y2 PAM-ag: NPY-Y2 potentiators or agonists, primary screen, cell-based. cells expressing NPY-Y2, potentiator/agonist read-out. activation, % at 3.6 µM. 220,000 tested, 0.45% active; in the data active = activation above about 27%;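 also: cells stimulated with NPY near EC25 plus isoproterenol at EC100; 0% = vehicle plus submaximal agonist and 100% = vehicle plus saturating agonist; some results beyond the cut were filed as inactive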
eIF4E-4G inh: eIF4E–eIF4G protein interaction inhibitors, primary screen, biochemical, uHTS, TR-FRET, eIF4GI fragment. TR-FRET eIF4E-eIF4GI(517-606) binding, 2 h. 220,000 tested, 0.37% active. Eukaryotic translation initiation factor 4E (Mus musculus) + Eukaryotic translation …. inhibition, % at 21.7 µM. AID 782, 2007;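 active = inhibition above about 30%, limit read from the data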;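 also: 0% = full FRET control wells and 100% = background wells lacking eIF4GI fragment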
S1P4 agonist: S1P4 receptor agonists, primary screen, cell-based; AID 1509, 2009; Sphingosine 1-phosphate receptor 4 (Homo sapiens), O95977; S1P4-expressing cell line, agonist reporter assay; 220,000 tested, 0.35% active; activation, % at 4.98 µM; in the data active = activation above about 11%;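 also: 0% = DMSO vehicle and 100% = reference agonist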
Target sequence (O95977 whole entry, looked up): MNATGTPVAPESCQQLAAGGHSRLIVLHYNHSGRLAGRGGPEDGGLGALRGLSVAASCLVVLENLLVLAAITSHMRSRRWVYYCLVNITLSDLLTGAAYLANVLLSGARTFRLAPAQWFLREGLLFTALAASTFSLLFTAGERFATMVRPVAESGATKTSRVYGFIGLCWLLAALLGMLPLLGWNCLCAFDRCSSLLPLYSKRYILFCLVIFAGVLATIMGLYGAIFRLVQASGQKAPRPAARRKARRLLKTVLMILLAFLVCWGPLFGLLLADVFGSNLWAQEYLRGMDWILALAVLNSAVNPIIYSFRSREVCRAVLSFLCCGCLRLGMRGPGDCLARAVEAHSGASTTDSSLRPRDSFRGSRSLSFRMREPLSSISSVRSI
EP2 modulator: EP2 receptor modulators, cAMP readout, primary screen, cell-based, HTRF cAMP, PGE2 stimulation; Prostaglandin E2 receptor EP2 subtype (Homo sapiens), P43116; EP2-expressing cells, cAMP HTRF FRET, PGE2 co-stimulation; induction, % at 25 µM; 260,000 tested, 0.83% active; AID 940, 2007;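 active = compounds whose cAMP rise, as percent of the full-agonist control response, exceeds 60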;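 also: rat C6 glioma line stably carrying human EP2 under a CMV promoter; the protocol text gives 20 µM as final concentration; 100% = response of wells given 1 µM PGE2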
p97 inhibitor: inhibitors of human p97 ATPase, primary screen, biochemical; Transitional endoplasmic reticulum ATPase (Homo sapiens), P55072; recombinant p97 ATPase, Kinase-Glo ATP luminescence, 3 h; inhibition, % at 8 µM; 220,000 tested, 0.42% active; AID 1481, 2009; in the data active = inhibition above about 15%;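 also: 0% = DMSO vehicle and 100% = wells lacking enzyme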
S1P4 antag: S1P4 receptor antagonists, primary screen, cell-based. Sphingosine 1-phosphate receptor 4 (Homo sapiens), O95977. S1P4-expressing cells, antagonist mode, reporter read-out. 220,000 tested, 0.26% active. AID 1510, 2009. inhibition, % at 4.98 µM; in the data active = inhibition above about 29%;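 also: 0% = wells stimulated with agonist and 100% = vehicle wells without agonist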
EP2 antag: human EP2 receptor antagonists, primary screen, TR-FRET cAMP, C6 glioma cells; Prostaglandin E2 receptor EP2 subtype (Homo sapiens), P43116; C6 glioma cells expressing human EP2; cells stimulated with saturating PGE2; inhibition, % at 25 µM; 260,000 tested, 0.52% active; AID 1422, 2008;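 active = percent inhibition above 40 after rounding to a whole number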;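 also: rat C6 glioma host cells with rolipram phosphodiesterase inhibitor present; the protocol text gives 20 µM as final concentration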
NPY-Y1 PAM-ag: NPY-Y1 receptor potentiators or agonists, primary screen, cell-based; Neuropeptide Y receptor type 1 (Homo sapiens), P25929; NPY-Y1 expressing cells, potentiator/agonist activation; activation, % at 3.6 µM; 220,000 tested, 0.37% active; AID 1304, 2008; in the data active = activation above about 33%, passing the limit was not always enough;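 also: cells stimulated with NPY at EC10 then isoproterenol at EC100; 0% = low agonist plus stimulus and 100% = saturating agonist plus stimulus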
Target sequence (P25929 whole entry, looked up): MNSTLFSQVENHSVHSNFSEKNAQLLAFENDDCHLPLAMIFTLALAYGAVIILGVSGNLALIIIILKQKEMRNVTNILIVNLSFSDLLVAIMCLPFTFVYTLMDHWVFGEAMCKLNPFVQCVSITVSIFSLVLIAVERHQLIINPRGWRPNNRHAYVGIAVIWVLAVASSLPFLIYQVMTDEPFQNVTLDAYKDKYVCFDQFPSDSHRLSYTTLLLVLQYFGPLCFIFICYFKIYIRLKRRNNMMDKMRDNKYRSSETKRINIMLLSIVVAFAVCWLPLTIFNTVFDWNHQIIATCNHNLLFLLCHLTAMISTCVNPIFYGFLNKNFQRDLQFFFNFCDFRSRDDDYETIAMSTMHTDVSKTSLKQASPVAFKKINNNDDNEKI
NPY Y1 blocker: NPY-Y1 receptor antagonists, primary screen, cell-based; AID 1040, 2008; inhibition, % at 3.6 µM; Neuropeptide Y receptor type 1 (Homo sapiens), P25929; 200,000 tested, 1% active; HEK293-CNG Y1 cells, membrane potential fluorescence; NPY at EC95, then isoproterenol;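 active = inhibition above the campaign mean inhibition of all tested compounds plus 3 SD, cut at about 20% in these data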;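 also: 0% = DMSO wells given NPY plus isoproterenol and 100% = isoproterenol alone without NPY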
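Material: HEK293 Y1/CNG channel cell line; also added: NPY (25 nM), isoproterenol (1 µM), Ro 20-1724 (25 µM); doses: one concentration, 3.6 µM, in 0.4% DMSO; schedule: compound incubation 1 h at room temperature, readout 45 min post-stimulation; technique: membrane potential fluorescence; measure: fluorescence ratio normalized to % inhibition between controls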
An asterisk follows results filed as active; nt = no result given; & = joins results of further samples; [ ] = dose if it differs, or a comment. Not all compounds are listed; count on the stated rates, not on these rows.

SMILES	NPY-Y2 PAM-ag	eIF4E-4G inh	S1P4 agonist	EP2 modulator	p97 inhibitor	S1P4 antag	EP2 antag	NPY-Y1 PAM-ag	NPY Y1 blocker
CC(C)(C)C(=O)[C@@H]1[C@@H]2C(=O)N(C3CCCCC3)C(=O)[C@@H]2[C@H]2c3ccccc3C=CN12	12	nt	1.5	nt	-2	-11	nt	-23	2
CCn1c(=O)c(C(=O)Nc2cccnc2)c(O)c2ccccc21	8	nt	1.1	nt	3	-8	nt	-18	-1
CCOC(=O)N1CCN(c2cc(=O)n(-c3ccccc3C)c(=O)[nH]2)CC1	0	-2	-0.8	11	4	-2	4	-4	1
Cc1occc1C(=O)NC1CCCCCCC1	-1	5	0.1	6	4	4	11	-20	0
COC(=O)Cc1ccc(NC(=S)NCc2ccco2)cc1	12	3	-1.9	8	0	-10	5	14	19
CC1(C)S[C@@H]2[C@H](NC(=O)[C@H](C(=O)O)c3ccsc3)C(=O)N2[C@H]1C(=O)O	1	-1[fluorescence artefact?]	1.6	20	-1	9	nt	-5	3
O=C(O)Cc1csc(-c2ccc(F)cc2)n1	-4	0	1.1	16	-1	-4	4	-9	4
O=C(NCCc1ccccn1)c1cc(C(=O)C2CCCCC2)c[nH]1	-2	-4	-1.6	11	1	-24	15	-25	8
Cn1c(C(=O)N2CCCC(C(=O)N3CCN(C(=O)c4ccco4)CC3)C2)cc2sccc21 (stereo not given)	0	0[fluorescence artefact?]	-0.9	-4	6	-6	5	-18	-5
Cc1c(C(=O)NC(C)C)oc2c1-c1[nH]ncc1CC2	-4	1	0.3	-15	2	-4	11	-3	5
Cc1ccsc1/C=C1/SC(N2CCOCC2)=NC1=O	12	-6	-0.6	-9	-2	7	14	-6	5
Cc1cc(C)nc(N(C#N)Cc2ccc(Cl)cc2)n1	-10	4	0.4	55	4	-11	7	-3	5
O=C1CC(c2cc(F)ccc2F)c2cc3c(cc2N1)CCC3 (stereo not given)	-7	18	1.0	8	-3	-13	14	8	0
COc1ccccc1NC(=O)/C=C/C(N)=O	-7	25	-2.4	-2	11	5	0	2	-1
O=C(COC(=O)c1ccncc1)NC(=O)C1CCCCC1	15	-9	-0.4	-8	5	-17	10	-2	2
COc1ccc(N(CC(=O)Nc2ccccc2C(=O)NCCc2ccccc2)S(C)(=O)=O)cc1OC	-24	1	0.8	14	-1	-6	5	-4	10
Cc1ccc(-c2csc(N/N=C/c3ccco3)n2)c(C)c1	1	-7	-0.1	0	-4	-2	2	3	4
CCOc1cc(NC(=S)Nc2cccc(OC)c2)c(OCC)cc1NC(=O)c1ccc(C)cc1	-1	5	3.7	21	-8	-2	4	11	-2
Cc1cc(C)n2nc(CCc3ccccc3)nc2n1	-30	-3[fluorescence artefact?]	0.1	12	2	-15	8	-8	6
CN(c1ccc(C(=O)NCc2ccncc2)cc1)S(C)(=O)=O	-2	0[fluorescence artefact?]	3.3	5	-4	-14	8	8	2
Cc1oc2c(C)c(O)ccc2c(=O)c1-c1cnn(-c2ccccc2)c1	-15	8	-1.9	9	-8	-1	3	-34	17
Cc1nc(SCC(=O)Nc2c(C)n(C)n(-c3ccccc3)c2=O)n[nH]1	6	1[fluorescence artefact?]	-2.9	23&31	4	-8	9&19	15	8
CCCCN1Cc2c(nc3cc(-c4ccco4)[nH]n3c2=O)C1=O	10	2	-1.4	-8	5	5	11	7	nt
COc1ccc(CCNC(=O)Cn2nnc3ccccc3c2=O)cc1	5	6	0.8	27	5	3	4	-13	3
CC(=O)N1N=C(c2ccc(Cl)cc2)OC12CCCC2	9	2	3.5	25	-7	-10	2	9	nt
COc1ccc(C(=O)NCCc2cc3c(OC)ccc(OC)c3[nH]c2=O)cc1OC	-5	0	0.7	-51	-1	-12	7	1	0
CC1CCN(C(=O)Cc2nn(C)c(=O)c3ccccc23)CC1	-5	4	-0.1	0	1	-4	11	4	5
CC(C)N=C1CC(C)(C)CC(=O)/C1=C(/O)CCCN1C(=O)c2ccccc2C1=O	1	-10	-0.4	5	0	7	9	10	-2
Cc1nn(-c2ccccc2)c(C)c1/C=N\N1CCN(c2ccc(Cl)cc2)CC1	-5	4	-0.2	-19	1	-6	15	15	-3
Cc1ccc(/C(O)=C2\C(=O)C(=O)N(CCCN(C)C)C2c2ccccn2)cc1 (stereo not given)	2	nt	-1.0	nt	1	-9	nt	-5	-6
O=C(CN1C(=O)C2C3C=CC(C3)C2C1=O)NCCc1ccccc1Cl (stereo not given)	-7	5[fluorescence artefact?]	1.0	12	-3	-28	8	-12	-1
Cc1nn(C2CCS(=O)(=O)C2)c(Cl)c1/C=C/C(=O)OCC(=O)Nc1ccc2c(c1)OCO2 (stereo not given)	-3	2	0.7	-26	9	-11	4	-6	-1
O=C(Nc1ccccc1Cl)/C(Cl)=C(\Cl)S(=O)c1ccccc1 (stereo not given)	-17	5	0.1	-78	20*	98*	58*	-22	28*
Cc1cnc(NC(=O)CSc2c(Cl)cccc2Cl)s1	19	-5[fluorescence artefact?]	-4.5	2	-1	18	13	-8	1
Nc1cc(=O)[nH]c(=O)n1CC1CC1	-1	1	-0.6	-5	-4	0	18	-9	2
O=C(NCc1ccco1)/C(=C/c1ccc(C(F)(F)F)cc1)c1nc2ccccc2[nH]1	-6	2	-0.7	-18	9	10	5	-33	4
O=C(NNC(=S)Nc1ccc(F)cc1)C1CC1c1ccc(Cl)cc1 (stereo not given)	-13	6	0.9	-10	-2	-16	5	-12	1
CCc1ccc(C(=O)/C=C/c2cnn(C)c2C)s1	1	-1	1.6	26	-5	-26	7	-15	0
CS(=O)(=O)c1ccccc1C(=O)N1CCN(Cc2ccccc2)CC1	6	0	1.1	-17	6	-13	4	8	0
COc1ccc(S(=O)(=O)NCCC(=O)NCc2cccs2)cc1	-4	-1	-0.7	-1	4	-18	7	31	0
Cc1ccn(C(=O)c2ccc(NC(=O)C3CCCCC3)cc2)n1	1	3	2.4	-12	6	-10	15	-7	13
CC1Cc2ccccc2N1C(=O)COC(=O)Cn1cnc2ccccc2c1=O (stereo not given)	0	-3	1.2	9	-6	-12	11	9	-1
CCOc1ccc(NC(=O)c2cccs2)c([N+](=O)[O-])c1	-4	2[fluorescence artefact?]	0.4	-7	2	-23	nt	1	2
Cc1cc(/C=N/n2cnnc2)c(C)n1-c1ccc(OCc2ccc(Cl)cc2)cc1	19	nt	-1.5	-3	-5	-10	9	14	-1
CCOC(=O)c1ccc(N2C(=O)C(O)=C(C(C)=O)C2c2ccc(O)c(OC)c2)cc1 (stereo not given)	0	-4	-0.3	20	-2	-7	13	-21	1
CC(C)OCCCNC(=O)C(=O)NCCCOC(C)C	-3	-1[fluorescence artefact?]	-0.8	23	4	-7	2	16	-3
Cc1c(-c2cccs2)[n+](=O)c2c(n1[O-])CCC2	19	-2	-0.4	-8	5	1	15	-3	-2
N/N=c1\sc2ccccc2n1-c1ccccc1	-1	1	1.2	25	6	-18	6	3	-1

Some of these compounds in order of number of heavy atoms, rising:
SMILES	NPY-Y2 PAM-ag	eIF4E-4G inh	S1P4 agonist	EP2 modulator	p97 inhibitor	S1P4 antag	EP2 antag	NPY-Y1 PAM-ag	NPY Y1 blocker
N/N=c1\sc2ccccc2n1-c1ccccc1	-1	1	1.2	25	6	-18	6	3	-1
CCc1ccc(C(=O)/C=C/c2cnn(C)c2C)s1	1	-1	1.6	26	-5	-26	7	-15	0
CC(C)OCCCNC(=O)C(=O)NCCCOC(C)C	-3	-1[fluorescence artefact?]	-0.8	23	4	-7	2	16	-3
Cc1ccn(C(=O)c2ccc(NC(=O)C3CCCCC3)cc2)n1	1	3	2.4	-12	6	-10	15	-7	13
O=C(NNC(=S)Nc1ccc(F)cc1)C1CC1c1ccc(Cl)cc1 (stereo not given)	-13	6	0.9	-10	-2	-16	5	-12	1
CS(=O)(=O)c1ccccc1C(=O)N1CCN(Cc2ccccc2)CC1	6	0	1.1	-17	6	-13	4	8	0
CC1Cc2ccccc2N1C(=O)COC(=O)Cn1cnc2ccccc2c1=O (stereo not given)	0	-3	1.2	9	-6	-12	11	9	-1
Cc1cc(/C=N/n2cnnc2)c(C)n1-c1ccc(OCc2ccc(Cl)cc2)cc1	19	nt	-1.5	-3	-5	-10	9	14	-1
O=C(NCc1ccco1)/C(=C/c1ccc(C(F)(F)F)cc1)c1nc2ccccc2[nH]1	-6	2	-0.7	-18	9	10	5	-33	4

Exported in CSV form: two of the compounds above
Structure,NPY-Y2 PAM-ag,eIF4E-4G inh,S1P4 agonist,EP2 modulator,p97 inhibitor,S1P4 antag,EP2 antag,NPY-Y1 PAM-ag,NPY Y1 blocker
CS(=O)(=O)c1ccccc1C(=O)N1CCN(Cc2ccccc2)CC1,6,0,1.1,-17,6,-13,4,8,0
COc1ccc(S(=O)(=O)NCCC(=O)NCc2cccs2)cc1,-4,-1,-0.7,-1,4,-18,7,31,0

Continued:
SMILES	NPY-Y2 PAM-ag	eIF4E-4G inh	S1P4 agonist	EP2 modulator	p97 inhibitor	S1P4 antag	EP2 antag	NPY-Y1 PAM-ag	NPY Y1 blocker
COc1ccc(-c2nc(C#N)c(NCCc3ccccc3)o2)cc1OC	-14	-3	1.4	-50	-5	-14	0	0	6
CCOC(=O)Cc1csc(SCC(=O)c2c(N)n(CC(C)C)c(=O)n(C)c2=O)n1	26	-1	0.1	-21	1	-39	nt	3	-4
N=c1c2c(ncn1Cc1ccco1)Oc1c(ccc3ccccc13)C2c1ccccc1 (stereo not given)	-7	14	0.6	-22	4	-13	5	-63	14
Cc1nn(CC(=O)NCc2cccnc2)c(=O)c2ccccc12	3	5	1.7	2	1	-11	23	0	-1
O=C(CSc1ccc(-c2ccccn2)nn1)NCc1ccccc1	6	-7	0.5	-25	2	-8	3	5	-3
CC(=O)Nc1nc(-c2ccc(Cl)cc2)ns1	16	1[fluorescence artefact?]	0.3	-49	7	-11	18	-19	0
CC(=O)n1cc(/C=N/NC(=O)c2sc(C)nc2C)c2ccccc21	-12	8[fluorescence artefact?]	0.5	-34	-1	-10	15	-14	-5
Cc1cc(C)n(C(=O)CN2C(=O)c3ccccc3C2=O)n1	-4	-4[fluorescence artefact?]	-0.6	19	2	5	7	-8	12
O=C(CNC(=O)c1ccncc1)N/N=C/c1ccc(O)cc1O	5	1	1.4	-3	6	11	17	13	nt

From PubChem BioAssay
